# FBW7 activator = activators of human E3 ligase FBW7 | Q969H0 | AlphaScreen FBW7–phospho-cyclin E peptide binding, activator screen | normalized activity (activation), % at 26.1 µM | 650,000 compounds, 0.13% hits | AID 1259310; in the data active = normalized activity above about 1.9%;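 note: purified mutant Fbw7 with reduced substrate affinity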
# Target sequence (Q969H0 whole entry, looked up): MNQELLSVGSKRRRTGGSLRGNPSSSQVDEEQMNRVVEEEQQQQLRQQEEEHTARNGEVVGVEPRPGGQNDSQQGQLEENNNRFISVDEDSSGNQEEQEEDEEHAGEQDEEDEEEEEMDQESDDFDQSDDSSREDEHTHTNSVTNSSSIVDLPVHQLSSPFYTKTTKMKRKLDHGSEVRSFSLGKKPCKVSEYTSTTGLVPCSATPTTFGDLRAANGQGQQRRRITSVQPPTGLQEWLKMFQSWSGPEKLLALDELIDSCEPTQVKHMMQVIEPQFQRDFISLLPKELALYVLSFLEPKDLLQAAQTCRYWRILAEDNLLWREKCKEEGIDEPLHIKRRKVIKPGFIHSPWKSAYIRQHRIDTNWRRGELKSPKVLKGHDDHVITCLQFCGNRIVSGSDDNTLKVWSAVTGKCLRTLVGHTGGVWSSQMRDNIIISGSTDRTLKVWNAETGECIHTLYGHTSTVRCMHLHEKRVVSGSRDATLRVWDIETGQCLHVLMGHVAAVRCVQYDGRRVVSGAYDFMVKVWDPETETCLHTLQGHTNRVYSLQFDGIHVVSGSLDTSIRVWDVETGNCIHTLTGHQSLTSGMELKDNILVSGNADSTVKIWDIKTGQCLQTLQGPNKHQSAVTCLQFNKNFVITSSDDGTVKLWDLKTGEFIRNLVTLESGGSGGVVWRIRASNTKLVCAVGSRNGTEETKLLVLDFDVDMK
# MITF inh = blocks human microphthalmia-associated transcription factor | O75030 | AlphaScreen MITF homodimerization, bead proximity signal | inhibition, % at 2.6 µM | 650,000 compounds, 0.91% hits; in the data active = inhibition above about 50%;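 note: 0% = vehicle wells with protein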
# TEAD-YAP block = TEAD-YAP interaction inhibition | HEK-TIYL cells, TEAD-Gal4/YAP UAS-luciferase luminescence | inhibition, % at 9.12 µM | 640,000 compounds, 1.4% hits; in the data active = inhibition above about 32%;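 note: 0% = median of test compound wells and 100% = reference inhibitor wells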
# GPR151 activ = activators of human GPR151 | activation, % at 11.2 µM | PathHunter beta-arrestin GPR151 cells, luminescence | Q8TDV0 | 650,000 compounds, 1% hits; in the data active = activation above about 4.9%;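 note: 0% = median of compound wells and 100% = cells with positive control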
# Starred values were filed as active, the others as inactive; & = joins results of further samples; ! = not active in a repeat.
# The line under a structure holds: GPR151 activ	MITF inh	FBW7 activator	TEAD-YAP block
> CC1(NC(=O)C(=O)NC2(C)CCS(=O)(=O)C2)CCS(=O)(=O)C1 (stereo not drawn)
    0.1	16	-0.1	5
> Cc1ccc(-n2ncc3c(SCC(=O)NNC(=O)c4ccco4)ncnc32)cc1
    -0.7	7	0.0	-49
> COc1ccc(-c2nnc(SCC(=O)N3CCCC(C)C3)o2)cc1 (stereo not drawn)
    0.5	5	-0.1	-9
> Cc1cc(C(=O)N2CCN(C(=O)C3CCCO3)CC2)sc1-c1ccccc1 (stereo not drawn)
    -0.6	22	0.2	7
> CCNc1ncnc2sc(C(=O)NC(C)CC)c(C)c12 (stereo not drawn)
    -1.3	7	0.0	-1
> S=C(NCc1ccco1)Nc1cnc2ccccc2c1
    1.4	-2	-0.6	-30
> CCCCCNC(=O)C(=O)Nc1ccc(OC)cc1OC
    3.6	12	0.2	-7
> CCCCCn1cc2c(c1-c1ccc(OC)cc1)c(=O)n(C)c(=O)n2C
    2.2	-2	-0.1	-3
> CN1CCOCCOCCOCCOCCOCCOCC1
    2.4	-2	0.0	-1
> COc1ccccc1C1CC(c2ccccc2)=NN1S(C)(=O)=O (stereo not drawn)
    -0.3	12	0.1	4
> CC1=C(C(=O)OCCc2ccccc2)C(c2ccc(C)s2)NC(=O)N1C (stereo not drawn)
    0.4	-12	-0.1	1
> COc1ccc(OC)c(NC(=O)CSc2nnc(-c3ccoc3C)n2CC(C)C)c1
    -0.7	13	0.0	1
> COc1ccc2c(CNCc3ccc(Cl)cc3)c(C(=O)O)[nH]c2c1
    4.4	6	-0.1	6
> COc1cc(C)cc(OC)c1Oc1ncnc2sccc12
    -2.0	-3	0.1	-4
> COC(=O)c1cc(CNC(=O)Cn2cccn2)cc(NS(=O)(=O)c2ccc(F)cc2)c1
    -0.8	8	0.2	1

# New compounds follow:
# The line under a structure holds: GPR151 activ	MITF inh	FBW7 activator	TEAD-YAP block
> CN1CCN(C(=S)NC(=O)/C=C/c2ccc(Br)cc2)CC1
    -0.2	10	0.1	1
> COc1ccc(S(=O)(=O)n2nnc3ccccc32)cc1C
    0.6	-12	0.0	-10
> Cc1noc(/C=C/N(C)C)c1S(=O)(=O)N1CCCC(C(=O)N2CCCCC2)C1 (stereo not drawn)
    0.0	-5	0.1	-2
> CC1(Cc2ccc3c(c2)OCO3)C(=O)Nc2c(C(F)(F)F)cccc21 (stereo not drawn)
    -0.6	-6	-0.2	-2
> CC(C)(C)c1ccc(S(=O)(=O)N2CCN(c3nnnn3-c3ccccc3)CC2)cc1
    0.5	30	0.1	2
> Cc1cccc2nc3c(c(=O)n12)CN(C(=O)NC1CCN(C(=O)C(F)(F)F)CC1)CC3
    2.2	11	0.7	7
> COCCNC(=O)CS(=O)Cc1nc(-c2ccc(OC)c(OC)c2)oc1C (stereo not drawn)
    -0.2	0	-0.2	-9
> CC(C)N(CCNc1nc(NCc2ccc3c(c2)OCO3)nc2nc[nH]c12)C(C)C
    -0.5	11	0.3	12
> Cc1nnc(NC(=O)c2cc(Br)ccc2Cl)s1
    0.5	-6	0.1	2
> CN(C)S(=O)(=O)c1ccc(NC(=O)COC(=O)c2ccc(NC(N)=O)cc2)cc1
    -1.1	8	0.1	-1
> COc1ccc(NC(=O)CSc2nc3cc4c(cc3c(=O)n2CCCC(=O)NCCc2ccc(OC)c(OC)c2)OCO4)c(OC)c1
    3.6	13	0.0	-4
> COc1ccc(-n2nnnc2SCC(=O)Nc2ccc3c(c2)OCCO3)cc1OC
    -0.7	-3	-0.1	1
> NS(=O)(=O)c1ccc(CCNC(=O)Cc2ccc(Cl)cc2)cc1
    -1.1	19	0.2	-8
> COc1cc(CN2CCN(Cc3ccc(Br)cc3)CC2)cc(OC)c1
    6.1*	82*	0.2	-5
> COc1ccc(-c2cc(C(=O)N3CCCCC3C)[nH]n2)cc1 (stereo not drawn)
    5.3*	-5	0.1	-40

# Carrying on.
# The line under a structure holds: GPR151 activ	MITF inh	FBW7 activator	TEAD-YAP block
> O=C(Nc1cccc(C(F)(F)F)c1)c1ccc(F)c(F)c1
    1.6	9	0.1	-3
> CCNC(=S)N1C2CCC1CC(NC(=O)Nc1ccc(C(=O)OCC)cc1)C2 (stereo not drawn)
    -0.3	16	0.1	6
> COC(=O)C1=C(C)N(c2ccccc2)C(=S)NC1c1cccs1 (stereo not drawn)
    -2.1	2	-0.2	0
> CC1=Nc2ccccc2/C1=C/c1c(N)n2ncsc2nc1=O
    -0.2	9	0.5	-5
> CC(=O)N/C(N)=N/c1nc2cc(C)ccc2o1
    5.4*!	11&11	-0.3&0.7	-41&-54
> COc1ccc(C(=O)N/N=C\c2sccc2C)cc1
    -1.7	11	0.5	-39
> CN(CCc1ccccn1)C1CCCN(C(=O)Nc2ccccc2C(F)(F)F)C1 (stereo not drawn)
    0.5	8	0.0	4
> Cc1cn2c3ccccc3n(CCN(C)C)c2n1
    -0.7	-9	0.1	-10
> O=C(NCCNC1CCCCCCC1)c1cccs1
    0.2	28	-0.3	0
> Cc1cc(=O)oc2ccc(OCC(=O)NCc3ccco3)cc12
    -0.1	14	0.1	10
> C=C(C)Cn1c(=O)c2c(nc3n2CC(C)CN3c2ccccc2)n(C)c1=O (stereo not drawn)
    -1.2	13	0.1	2
> O=C(CCC(=O)Nc1cccc(Cl)c1)N/N=C/c1ccco1
    0.0	10	0.1	-4
> CC(=O)c1ccc(OCc2cc(C(=O)N(C)C(C)c3ccon3)no2)cc1 (stereo not drawn)
    -2.0	-19	-0.1	2
> C=CCN1C(=O)NC(=O)/C(=C/c2cccs2)C1=O
    -0.4	-9	0.0	8
> CN1C(=O)C(=Cc2cccn2-c2ccc(I)cc2)C(=O)N(C)C1=O
    0.2	2	0.0	-3

# A portion from further up, for reference:
# The line under a structure holds: GPR151 activ	MITF inh	FBW7 activator	TEAD-YAP block
> CC1(NC(=O)C(=O)NC2(C)CCS(=O)(=O)C2)CCS(=O)(=O)C1 (stereo not drawn)
    0.1	16	-0.1	5
> Cc1ccc(-n2ncc3c(SCC(=O)NNC(=O)c4ccco4)ncnc32)cc1
    -0.7	7	0.0	-49

# (further entries)
# The line under a structure holds: GPR151 activ	MITF inh	FBW7 activator	TEAD-YAP block
> Cc1cccc(OCC(=O)Nc2ccc(Cl)cn2)c1
    2.1	-1	0.1	-17
> O=S(=O)(NCc1ccccn1)c1cccc2nsnc12
    -0.7	7	-0.1	1
> CC(=O)N(C)c1ccc(NC(=O)CC(C)c2ccccc2)cc1 (stereo not drawn)
    2.2	8	0.0	2
> CC(C)NC(=O)C1=CC(c2ccco2)=NS(=O)(=O)N1C
    -0.4	-6	-0.2	0
> Cc1cc(-c2nnc(CCC(=O)N(C)CC3(N4CCCCC4)CCCCC3)o2)no1
    0.9	-6	0.0	2
> CCOC1=NC2Nc3ccc(Cl)cc3N(C)C2C1c1ccc([N+](=O)[O-])cc1 (stereo not drawn)
    -0.8	10	-0.1	24
> COC(=O)c1sc(-c2ccccc2)cc1NC(=O)C1CCCN1S(C)(=O)=O (stereo not drawn)
    -0.4	22	0.8	17
> O=C(Cn1cnc2ccccc2c1=O)NCC(=O)N1CCN(Cc2ccc3c(c2)OCO3)CC1
    0.2	6	-0.1	6
> O=C(Oc1ccc(N2C(=O)C3C4C=CC(C4)C3C2=O)cc1)c1ccc(Br)cc1 (stereo not drawn)
    -0.9	-18	-0.1	-2
> CCOC(=O)c1c(-c2ccccc2)csc1NC(=O)COc1ccccc1I
    -0.6	-4	0.1	-4
> Cc1nc2c3ccccc3nc(SCC(=O)Nc3cccc(Cl)c3)n2n1
    -0.4	-7	-0.2	28
> COc1ccc(N(C)C(=O)C2CCCN2S(=O)(=O)c2cccc3nsnc23)cc1 (stereo not drawn)
    1.0	6	-0.1	10
> c1cc(-c2ccc3[nH]ncc3c2)nc(Nc2ccc(N3CCOCC3)cc2)n1
    -2.4	14	0.2	-9
> CC(C)c1onc(C(=O)NC(C)(C)C)c1[N+](=O)[O-]
    0.6	5	0.2	4
> COc1cccc(OC)c1CN1CCC2(CCC(CNC(=O)c3ccn(C)n3)O2)CC1 (stereo not drawn)
    -1.3	14	-0.1	2

# New compounds follow
# The line under a structure holds: GPR151 activ	MITF inh	FBW7 activator	TEAD-YAP block
> COc1ccc(CSc2nnnn2C)cc1[N+](=O)[O-]
    -1.0	2	-0.1	1
> C=CCn1c(=O)c2c(nc3n(CC=C)c(C)c(C)n23)n(C)c1=O
    -0.3	-6	-0.1	12
> C=CCn1ccc2c(OCC(=O)c3ccc(Cl)cc3)cccc2c1=O
    1.9	-8	0.0	-1
> CSCC(C)N1CCC(CO)(CCOc2ccccc2)CC1 (stereo not drawn)
    0.9	-5	0.1	7
> C1CCC(n2nnnc2CN2CCOCC2)C1
    0.6	9	0.0	0
> Cc1sc2nc(C3CC3)n(C3CCN(CC(=O)N(C(C)C)C(C)C)CC3)c(=O)c2c1C
    -0.3	8	-0.1	-11
> COc1nn(C(C)C(=O)NNC(=S)NCc2ccc(Cl)cc2)cc1[N+](=O)[O-] (stereo not drawn)
    -0.9	19	0.1	12
> O=C(NC1(C(F)(F)F)OCCO1)c1ccccc1
    -1.3	-17	0.1	8
> CCOc1ccc(C(=O)Nc2ccc3nn(-c4cccc(Cl)c4)nc3c2)cc1
    0.1	-3	-0.4	-6
> Cc1ccc(Nc2cc([N+](=O)[O-])cc3c2cnn3-c2ccccc2)cc1
    1.0	18	-0.1	-21
> CC(=O)Nc1ccc(S(=O)(=O)Nc2cccc(C(=O)Nc3cccc(Cl)c3)c2)cc1
    0.9	-4	0.0	2
> CCCn1c2c(c(=O)n(C)c1=O)C(c1ccc(OC)cc1)C1=C(COC1=O)N2 (stereo not drawn)
    -0.6	5	0.3	2
> O=C(O)c1cc(NC(=O)c2ccccc2Br)cc(C(=O)O)c1
    0.2	15	0.2	11
> O=[N+]([O-])c1ccc(N2CCN(c3ccccc3F)CC2)c([N+](=O)[O-])c1
    -0.8	2	-0.3	7
> CCOC(=O)NC(=S)C1CC/C(=C\c2ccccc2)C1=O (stereo not drawn)
    -0.6	1	-0.7	-5

# Structures listed so far that have a furan ring, fused or not, in the order listed:
# The line under a structure holds: GPR151 activ	MITF inh	FBW7 activator	TEAD-YAP block
> Cc1ccc(-n2ncc3c(SCC(=O)NNC(=O)c4ccco4)ncnc32)cc1
    -0.7	7	0.0	-49
> S=C(NCc1ccco1)Nc1cnc2ccccc2c1
    1.4	-2	-0.6	-30
> COc1ccc(OC)c(NC(=O)CSc2nnc(-c3ccoc3C)n2CC(C)C)c1
    -0.7	13	0.0	1
> Cc1cc(=O)oc2ccc(OCC(=O)NCc3ccco3)cc12
    -0.1	14	0.1	10
> O=C(CCC(=O)Nc1cccc(Cl)c1)N/N=C/c1ccco1
    0.0	10	0.1	-4
> CC(C)NC(=O)C1=CC(c2ccco2)=NS(=O)(=O)N1C
    -0.4	-6	-0.2	0

# New compounds follow.
# The line under a structure holds: GPR151 activ	MITF inh	FBW7 activator	TEAD-YAP block
> Cc1cc(C(=O)Oc2cccnc2)ccc1[N+](=O)[O-]
    -0.1	7	0.5	8
> CCOc1ccc(-n2c(SC)nc3c(sc(=S)n3-c3ccc(Cl)c(C)c3)c2=O)cc1
    -0.4	19	0.1	6
> CCOC(=O)c1sc(NC(=O)CSc2nnc(CNC(=O)c3ccccc3OC)n2C2CCCCC2)c(C(=O)OCC)c1C
    0.0	0	0.0	5
> CCOc1ccc(NC(=O)CCc2nc3cccnc3n2Cc2ccc(OC)cc2)cc1
    -0.3	3	0.2	2
> O=C(c1cccnc1)N1CCN(C2CCCC2)CC1
    0.4	64*	0.1	-2
> COc1ccc(NC(=O)C2C3NC(=O)NC2(C)Oc2ccc(Cl)cc23)cc1 (stereo not drawn)
    -1.0	-6	0.0	-1
> O=C(NCCN1CCOCC1)c1cc(Cl)ccc1Cl
    0.1	10	0.3	2
> CC(=O)Nc1ccc(OS(=O)(=O)c2ccc3ccccc3c2)cc1
    -0.3	-10	0.5	-1
> Cc1ccc2oc(=O)c3cc(C(=O)Nc4nccs4)sc3c2c1
    3.0	-12	-0.2	2
> Nc1c(C(=O)Nc2ccccc2)sc2nc3c(c(-c4cccs4)c12)CCCCC3
    0.0	0	0.2	-8
> COc1cccc(C(=O)Nc2cnc(NC(=O)c3ccccc3)cc2C)c1
    -0.5	-1	0.0	-19
> Cc1nc(C)c(-c2csc(Nc3cccc(O)c3)n2)s1
    -1.2	10	0.0	35*
> Cc1ccc(C(=O)NCc2cccnc2)s1
    -1.3	1	-0.1	2
> FC(F)(F)c1ccc(Cn2cnc3c(Nc4ccc(N5CCOCC5)cc4)nc(Nc4ccc5ncccc5c4)nc32)cc1
    3.2	12	0.0	0
> CC(C)NS(=O)(=O)c1ccc(Nc2ccc3c(c2)CCC3)c([N+](=O)[O-])c1
    1.1	20	0.1	-1

# Other results:
# The line under a structure holds: GPR151 activ	MITF inh	FBW7 activator	TEAD-YAP block
> Cc1ccc(CN2CCN3C(=O)[C@H](CC(C)C)NC(=O)[C@H]3C2)cc1F
    0.2	-2	0.0	-2
> COc1ccc(CNC(=O)c2cc(SC)ccc2Cl)cc1OC
    0.0	-5	-0.2	0
> O=C(CSc1nc2ccccc2c(=O)n1C1CCCCC1)NCc1ccccc1Cl
    0.2	-14	0.0	2
> O=C(COc1ccc(Cl)cc1Cl)NC1(C(=O)Nc2cccc(Cl)c2)CCCCC1
    -1.6	-11	0.2	-4
> CCOC(=O)C1CCN(C(=O)Nc2ccc3c(c2)nc(C)n3C)CC1
    0.8	31	-0.1	-23

# Rows were taken by chance, and some 3.4% of all compounds hit somewhere here.
